Source: PubChem
TDP1 cell noCPT – qHTS for Inhibitors of human tyrosyl-DNA phosphodiesterase 1 (TDP1): qHTS in cells in absence of CPT; DT40 Tdp1-/- hTDP1 cells, no CPT, ATP luminescence, 48 h; Potency, µM (top dose mostly 46.2 µM), without a hit: at the top dose activity change, negative = growth inhibition, usual class: inhibitors; 15% of 420,000 active; AID 686978, 2013; also: nearly all actives have a fitted effect of over 55% in size
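Seeded 400 DT40-hTDP1 cells/well (vehicle DMSO, no 20 nM CPT); pinned compounds; ≥48 hr at 37 °C; CellTiter-Glo luminescence as viability measure.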
TDP1 inh – blocks human tyrosyl-DNA phosphodiesterase 1 | Q9NUW8 | recombinant TDP1, AlphaScreen DNA substrate cleavage | Potency, µM (top dose mostly 130 µM), inactives show at the highest dose activity change, negative = inhibition, most hits filed as inhibitors | 0.28% of 350,000 active; also: nearly all actives have a fitted effect of over 40% in size
Target sequence (Q9NUW8 whole entry, looked up): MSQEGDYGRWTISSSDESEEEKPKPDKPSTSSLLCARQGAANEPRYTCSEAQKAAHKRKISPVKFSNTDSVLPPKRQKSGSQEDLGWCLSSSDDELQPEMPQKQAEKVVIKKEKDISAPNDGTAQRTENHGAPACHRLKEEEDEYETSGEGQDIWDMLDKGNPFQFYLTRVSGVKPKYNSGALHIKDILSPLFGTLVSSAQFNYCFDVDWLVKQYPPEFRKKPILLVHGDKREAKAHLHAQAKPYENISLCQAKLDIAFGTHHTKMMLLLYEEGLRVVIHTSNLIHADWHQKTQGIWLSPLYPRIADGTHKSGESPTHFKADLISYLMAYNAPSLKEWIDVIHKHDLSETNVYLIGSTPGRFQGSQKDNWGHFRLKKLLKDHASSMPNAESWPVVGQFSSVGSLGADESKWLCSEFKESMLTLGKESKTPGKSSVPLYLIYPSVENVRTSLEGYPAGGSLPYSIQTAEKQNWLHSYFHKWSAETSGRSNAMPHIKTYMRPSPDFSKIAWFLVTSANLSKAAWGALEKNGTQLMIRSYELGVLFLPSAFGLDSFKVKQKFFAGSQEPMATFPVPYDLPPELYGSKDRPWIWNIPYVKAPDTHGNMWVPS
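Compounds were preincubated with Tdp1 (1 nM final) for 15 min at room temperature before substrate (15 nM final) started a 5 min reaction; beads (10 ug/ml final) were then added for 10 min before AlphaScreen detection.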
N370S GC – N370S glucocerebrosidase modulation, Gaucher chaperone candidate. N370S GC spleen homogenate, 4MU-glucoside fluorescence. P04062. Potency, µM (doses to about 59.4 µM), without a hit: at the highest dose activity change, negative = inhibition, most hits filed as inhibitors. 0.092% of 330,000 active;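 also: 0% = full enzyme activity and -100% = no enzyme basal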
* = called active by the depositor; u = inconclusive; x = not tested or not shown; & = joins results of further samples; [ ] = dose if it differs, or a comment. Calls follow the shape of the dose curve; as a rule, active = well fitted curve in the direction sought with a large enough effect; inconclusive = small, poorly fitted or top-dose-only effect, or another doubt; inactive = no such curve, though single readings can be large; an effect the other way counts as inactive or inconclusive. Unless noted, % is scaled to controls: 0 for no effect and ±100 for the full control effect; potency is read from the fitted curve at half-maximal effect. These rows are one share of the data; rates above refer to the full screens.

Each structure is followed by: N370S GC | TDP1 inh | TDP1 cell noCPT
1. CCc1nn(CC(=O)NCc2ccc(C)cc2)c(=O)c2cc3occc3n12
→ x | -7.6% | -22.6%
2. O=C(Nc1ccc2nc(SCC(=O)N3CCc4ccccc43)sc2c1)c1ccccc1F
→ x | 2.6% | -22.0%
3. O=C(NN1CC(C(=O)OCc2ccccc2F)CC1=O)c1ccccc1 (stereo not drawn)
→ -1.8% | -2.6% | 22.8%
4. CCC1Sc2ccc(S(=O)(=O)Nc3ccc(OC)cc3)cc2NC1=O (stereo not drawn)
→ 4.7% | 1.9% | u
5. COc1ccc(S(=O)(=O)N2CCCC(C(=O)NCc3ccco3)C2)cc1OC (stereo not drawn)
→ -3.8% | 2.5% | -26.9%
6. CCc1ccccc1NC(=O)C1CCN(c2nc3ccccc3[nH]2)CC1
→ x | 0.0% | -22.2%
7. C=CCOc1ccn(C)c(=O)n1
→ 11.6% | 5.6% | -12.0%
8. CN(c1ccc(C(=O)Nc2ccccc2Sc2ccccc2)cc1)S(C)(=O)=O
→ -6.5% | 1.0% | 20.6µM*
9. CC(=O)NC(=S)Nc1sc2c(c1C#N)CCCCC2
→ 9.0% | 2.7% | u
10. OCCNc1nc(Nc2ccc(Br)cc2)nc2ccccc12
→ u | 2.6% | 6.51µM*
11. CCOC(=O)C1(Cc2ccccc2C)CCCN(S(=O)(=O)CC)C1 (stereo not drawn)
→ -2.7% | x | 23.1µM*
12. O=[N+]([O-])c1ccccc1/C=C/CN1CCSCC1
→ u | x | u
13. C=C(C)COc1ccc(-c2nc(N)ncc2-c2ccc(OC)cc2)c(O)c1
→ -20.6% | 10.3% | x
14. O=C(Nc1ccccc1)N1CCN(c2ccccn2)CC1
→ 3.9% | 3.1% | -18.9%
15. COc1ccc(C2NC(c3ccc(OC)cc3)C(C)C(=O)C2C)cc1 (stereo not drawn)
→ -2.6% | x | u
16. COc1cc(-c2c(NC(=O)c3ccco3)oc3ccccc3c2=O)cc(OC)c1OC
→ 2.8% | 4.1% | 22.2%
17. Cc1cccc(C(=O)NC2CCN(C(=O)NCc3ccccc3)CC2)c1
→ -0.2% | x | -16.1%
18. COc1ccc(S(=O)(=O)N2CCC(C(=O)N[C@H](C(=O)N3CCCCCC3)C(C)C)CC2)cc1
→ -22.0% | 2.2% | -5.0%
19. COC(=O)C1=NN(c2ccc(C)cc2)C2C(=O)N(c3ccccc3OC)C(=O)C12 (stereo not drawn)
→ -5.7% | -5.6% | 5.3%
20. O=C(/C=C/c1ccc(Cl)c(Cl)c1)NCc1ccco1
→ u | 0.6% | u
21. Cc1ccc(Cl)cc1NC(=O)c1cccc(NC(=O)N2CCSc3ncccc32)c1
→ x | 2.8% | -95.8%
22. COC(=O)/C(C#N)=C/N(C)C
→ 0.4% | -0.6% | -6.7%
23. O=C(COC(=O)c1c(Cl)ccc(Cl)c1Cl)NC1CCS(=O)(=O)C1 (stereo not drawn)
→ -12.4% | -3.6% | -3.6%
24. Cc1ccc(Nc2ncnc3ccccc23)cc1
→ -26.2% | 3.0% | -25.1%
25. CC1(C)CC(=O)c2cc(OCC(=O)NCCCN3CCN(c4ccc(F)cc4)CC3)ccc2O1
→ -0.8% | 7.7% | u
26. C=CCNc1nc(C(=O)OCC(=O)c2ccccc2)cs1
→ -7.3% | 4.3% | 27.0%
27. COc1ccc(Cl)cc1NC(=O)CN1C(=O)CSc2ccc(S(=O)(=O)N3CCCC3)cc21
→ x | 5.1% | 23.1µM*
28. COc1ccc(OC(=O)CSc2nnc(-c3ccc(F)cc3)o2)cc1
→ x | 5.7% | -26.8%
29. O=C(NNC(=O)c1ccc2ccccc2c1O)c1cccs1
→ -10.1% | x | u
30. O=C(NC1CCCC1)c1sc(=S)n2c1[nH]c(=O)c1ccccc12
→ 0.6% | 5.9% | u
31. Cc1ccc(CNS(=O)(=O)c2ccc3c(c2)CCN3C(=O)CCCC(=O)O)cc1
→ 22.0% | 5.4% | 14.9%
32. CCc1cccc(C)c1NC(=O)Cn1cc2c(n1)CCCCC2
→ x | 2.5% | u
33. C=CCNc1sc(C(=O)C2CC2)c(N)c1C#N
→ 2.8% | 7.1% | -11.6%
34. CCOC(=O)c1cnc2c(C(=O)OC)cccc2c1NCc1ccco1
→ 5.1% | 4.5% | -17.6%
35. NC(=O)c1cc([N+](=O)[O-])ccc1NCc1cnccn1
→ -4.5% | -0.6% | -1.4%
36. COc1cccc(NC(=O)CN(C)C(=O)[C@@H]2CCCN2C(=O)c2cccs2)c1
→ x | 0.9% | u
37. Cc1ccc(Nc2nc(N)nc(CN3CCCCCC3)n2)c(C)c1
→ -11.4% | 5.5% | u
38. O=C(O)c1cccc(-n2c(/C=C/c3ccc([N+](=O)[O-])cc3)nc3ccccc3c2=O)c1
→ -8.9% | 6.1% | -19.5%
39. CCOC(=O)c1ccc(-n2c(N)c(C(=O)NCc3ccco3)sc2=S)cc1
→ -1.1% | 4.4% | -19.3%
40. CC(NCC(O)c1ccc([N+](=O)[O-])cc1)C12CC3CC(CC(C3)C1)C2 (stereo not drawn)
→ 6.2% | 1.2% | u
41. COc1ccc(Nc2cc(=O)oc3ccccc23)cc1
→ -15.2% | -2.5% | 4.11µM*
42. O=c1/c(=C\c2ccc(O)cc2)sc2n1C(c1ccccc1)C(c1ccccc1)=NN=2 (stereo not drawn)
→ -15.9% | 7.0% | u
43. Cc1cc(C)n(-c2nc3c(c(=O)[nH]c(=O)n3C)n2CC(C)C)n1
→ -16.2% | 0.0% | -3.8%
44. Nc1ccc(Nc2nc3ccccc3[nH]2)cc1
→ -22.2% | 10.0% | -20.3%
45. CCCc1c(C(=O)NNc2cccc(Cl)c2)cnn1-c1ccccc1
→ 4.2% | 2.7% | u
46. Cc1nn(-c2ccc(N3CCOCC3)nn2)c(C)c1CCC(=O)N1CCN(C)CC1
→ 1.1% | 0.0% | 0.7%
47. CCCC1=C(C(=O)OCC)C(c2cc(Cl)cc(OC)c2OCC(=O)OCC)NC(=O)N1 (stereo not drawn)
→ 4.9% | 2.3% | 23.1µM*
48. CCOC(=O)c1c(C)n(-c2ccccc2)c2ccc(OC(=O)c3ccccc3Cl)cc12
→ x | 4.0%[12.3 µM] | 16.4µM*
49. Cc1ccccc1/C=c1\s/c(=C\C(=O)C(C)(C)C)[nH]c1=O
→ x | -1.9% | 10.3µM*
50. Cc1ccccc1OCCOC(=O)c1nc2nccc(C)n2n1
→ -0.7% | 5.8% | -13.0%
51. COc1ccccc1/C=C1/C(=O)ON=C1C
→ 3.2% | x | u
52. CCOC(=O)c1c(SCC(=O)Nc2cccc(C)c2C)nc(=O)[nH]c1C
→ x | 2.6% | -20.6%
53. COC(=O)C1C(=O)C=C(Nc2ccc(F)cc2F)CC1c1ccc(OC)cc1 (stereo not drawn)
→ 4.4% | 7.0% | -29.0%
54. CCN(CC)CCCNC(=O)c1ccc(Cl)c(S(=O)(=O)Nc2ccccc2OC)c1
→ 11.0% | 4.7% | 0.9%
55. C#CCOCCOCCOCCNc1nc(N2CCN(C(=O)[C@H](CCCCN)n3cc([C@@H](N)[C@H](C)CC)nn3)CC2)nc(N2CCN(C(=O)[C@H](CCC(=O)O)n3cc([C@@H](N)CCCCN)nn3)CC2)n1
→ x | 2.4% | 27.1%
56. CCOc1ccc(-n2cc(C(=O)N3CCC(C)CC3)c3cc(OC)c(OC)cc3c2=O)cc1
→ -11.5% | 2.0% | 14.6µM*
57. CCCCn1c2nc3ccccc3nc2c2c(=O)n(CCC(C)C)cnc21
→ 5.4% | 1.9% | -23.6%
58. O=C1N[C@@H](Cc2ccccc2)C(=O)N1CCN1CCOCC1
→ -28.6% | 7.9% | -3.9%
59. Brc1ccccc1C1=Nn2c(nnc2-c2ccco2)SC1
→ -0.3% | x | -11.0%
60. Cc1nc(N2CCOCC2)c2c(C)c(C(=O)Nc3ccccc3C(F)(F)F)sc2n1
→ 2.6% | 0.0% | u

Grouped by structure, the entries above containing a cyano group
Each structure is followed by: N370S GC | TDP1 inh | TDP1 cell noCPT
9. CC(=O)NC(=S)Nc1sc2c(c1C#N)CCCCC2
→ 9.0% | 2.7% | u
22. COC(=O)/C(C#N)=C/N(C)C
→ 0.4% | -0.6% | -6.7%
33. C=CCNc1sc(C(=O)C2CC2)c(N)c1C#N
→ 2.8% | 7.1% | -11.6%

The list continues:
Each structure is followed by: N370S GC | TDP1 inh | TDP1 cell noCPT
61. O=C(COC(=O)C1CCN(S(=O)(=O)c2ccc3c(c2)OCCO3)CC1)NC1CCS(=O)(=O)C1 (stereo not drawn)
→ 2.9% | 1.9%[0.505 µM] | -2.1%
62. CCCNC(=O)C12CCC(C)(C(=O)O1)C2(C)C (stereo not drawn)
→ -2.4% | 0.0% | -4.2%
63. Nc1nnc(CC2=CCCCC2)s1
→ -4.3% | 0.0% | 8.8%
64. CCN(CC)c1ccc(/C=C2/SC(=O)N(C(C)C)C2=O)o1
→ u | 0.0% | 2.31µM*
65. Clc1ccc(-c2ccc(CNCc3ccccn3)o2)cc1
→ -16.9% | x | u
66. Cc1ccccc1-c1nc2c(=O)n(C)c(=O)nc-2n(C)n1
→ x | 2.3% | 0.631µM*
67. CCOC(=O)C1C(C(=O)OC)=C(c2ccc(F)cc2)c2ccc(OC)cc2N1S(=O)(=O)C(F)(F)F (stereo not drawn)
→ -3.3% | -2.0% | x
68. COc1ccc(NC(=O)NC(C)(C(F)(F)F)C(F)(F)F)cc1
→ 6.6% | 1.0% | 16.4µM*
69. c1ccc(CN2CCN(C3=Nc4cccc5cccc3c45)CC2)cc1
→ -5.2% | 6.8% | u
70. O=C1CC(c2ccccc2)Cc2[nH]c(=O)c(C(=O)Nc3cccc(F)c3)cc21 (stereo not drawn)
→ x | 6.2% | u
71. Cc1ccc(S(=O)(=O)C(CNC(=O)c2ccccc2F)c2cccs2)cc1 (stereo not drawn)
→ x | 0.0% | 14.6µM*
72. O=C(NCc1ccccc1)c1ccc2c(c1)C(=O)N(CC1CCCO1)C2=O (stereo not drawn)
→ 13.0% | 3.8% | -5.8%
73. Fc1ccc(N2CCN(c3nnnn3-c3ccccc3)CC2)cc1
→ -0.7% | 2.6% | 6.8%
74. CC(=O)Nc1cccc(-c2nc3ccccc3[nH]2)c1
→ 1.3% | 5.7% | 2.5%
75. O=C(COC(=O)/C=C/C(=O)OCC(=O)Nc1ccccc1F)Nc1ccccc1F
→ 11.1% | -2.7% | u
76. CC1CCN(C(=O)Cn2cnc3c2c(=O)n(C)c(=O)n3C)c2ccccc2S1 (stereo not drawn)
→ -0.1% | 0.4% | 18.4µM*
77. Cc1ccc(N2C(=O)CC(Sc3cccs3)C2=O)cc1 (stereo not drawn)
→ 0.4% | 8.6% | 5.8µM*
78. CCOC(=O)n1c(=O)n(Cc2ccc(OC)cc2)c2ccccc21
→ -14.1% | x | 16.4µM*
79. O=C(NCc1cccs1)c1ccccc1
→ 25.7% | -0.5% | 0.1%
80. COC(=O)c1cn(NC(=O)c2cccc(F)c2)c(=O)c2ccccc12
→ -1.4% | 0.7% | -20.8%
81. O=C(CN1C(=O)CSC1=O)c1ccccc1
→ 6.1% | 2.0% | 4.8%
82. CCC(C)NC(=S)N1CCN(C)CC1 (stereo not drawn)
→ -9.0% | -2.6% | 12.0%
83. CC(C)CN1CCC(=O)N(CCN=[N+]=[N-])CC1
→ u | x | 0.8%&7.6%
84. Cc1nn(-c2ccccc2)c(N)c1N=Nc1ccccc1
→ -18.3% | 7.9% | 20.6µM*
85. CCN1CCN(c2ccc(S(=O)(=O)N3CCOCC3)cc2NC(=O)/C=C/c2ccc(OC)c(OC)c2)CC1
→ -6.7% | -2.2% | -15.3%
86. CC(C)[C@H](NC(=O)c1ccccc1)C(=O)OCC(=O)N1CCCCCC1
→ 2.4% | 0.0% | -24.2%
87. COc1ccc(NC(=O)C2=C(C)Nc3ncnn3C2c2sccc2C)cc1 (stereo not drawn)
→ x | 4.1% | 7.0%
88. O=C(NCCN1CCOCC1)c1ccc(Cl)c(S(=O)(=O)NCc2ccccc2)c1
→ x | 0.1% | 1.6%
89. CCOc1ccc(CNC23CN4CN(CN(C4)C2)C3)cc1
→ 3.3% | 2.1% | u
90. CCN(CC)c1ccc(CN(C(=O)Cc2coc3ccc(C)cc23)C2CCS(=O)(=O)C2)cc1 (stereo not drawn)
→ x | 7.4% | 23.1µM*
91. Cc1cccc(N(CC(=O)N2CCN(C)CC2)S(=O)(=O)c2ccccc2)c1
→ -13.7% | 0.0% | -16.1%
92. Cc1cc(C)c2sc(NC(=O)C3CC3)nc2c1
→ -9.8% | x | u
93. Cc1ccccc1NC1=C(Cl)C(=O)OC1NC(=O)c1ccccc1 (stereo not drawn)
→ -9.6% | 5.6% | -26.7%
94. CCn1cc(S(=O)(=O)Nc2cccnc2)cn1
→ 0.2% | 2.9%[56.1 µM] | 18.0%
95. CCCCn1c(C(C)NC(=O)CCC)nc2ccccc21 (stereo not drawn)
→ 2.4% | 1.0% | 18.4µM*
96. CCCCC(O)(c1ccccc1)C(CN1CCOCC1)c1ccccc1 (stereo not drawn)
→ 9.2% | x | u
97. O=C(CSc1nccn1-c1ccc(F)cc1)NCc1ccc(F)cc1
→ 5.6% | 3.6% | u
